Compound activity deposited in PubChem BioAssay by several laboratories.
Mtb RmlCD inh = M. tuberculosis RmlC/RmlD coupled enzyme inhibitors, primary screen, biochemical, compound mixtures, 384-well, from 1536-well plates | dTDP-4-dehydrorhamnose reductase (Mycobacterium tuberculosis (strain ATCC 25618 / H37Rv)) … | RmlC+RmlD coupled enzyme assay, percent inhibition; primary screen in compound mixtures | inhibition, % at 3.6 µM | 160,000 compounds, 0.03% hits; in the data active = inhibition mostly above about 34%, no sharp cut-off; note: some results filed as inactive read as strong as hits
Target sequence (P9WH09 whole entry, looked up): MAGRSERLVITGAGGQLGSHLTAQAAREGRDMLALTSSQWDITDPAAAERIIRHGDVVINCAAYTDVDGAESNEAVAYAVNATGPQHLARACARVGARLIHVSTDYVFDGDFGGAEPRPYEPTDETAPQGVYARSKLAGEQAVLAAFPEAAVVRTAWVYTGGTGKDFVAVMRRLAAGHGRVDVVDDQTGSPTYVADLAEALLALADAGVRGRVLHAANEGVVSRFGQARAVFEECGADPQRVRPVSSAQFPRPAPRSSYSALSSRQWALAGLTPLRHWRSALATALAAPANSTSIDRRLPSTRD
Target sequence (P9WH11 whole entry, looked up): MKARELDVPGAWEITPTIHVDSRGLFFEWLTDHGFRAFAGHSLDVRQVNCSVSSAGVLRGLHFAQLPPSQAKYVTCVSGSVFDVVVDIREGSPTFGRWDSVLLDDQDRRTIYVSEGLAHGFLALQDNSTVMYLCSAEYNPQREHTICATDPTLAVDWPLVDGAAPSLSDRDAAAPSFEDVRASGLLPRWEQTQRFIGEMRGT
GlmU inhibition = inhibition of mycobacterial GlmU enzyme – biochemical, glucosamine-1-phosphate acetyltransferase (AID 1376) | Bifunctional protein GlmU (Mycobacterium tuberculosis (strain ATCC 25618 / H37Rv)) | M. tuberculosis GlmU acetyltransferase enzyme assay; higher % means a stronger effect | inhibition, %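 (tested at 30 µM in the primary screen)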; hits with a dose series show IC50 in µM | 220,000 compounds, 0.25% hits; in the data active = inhibition above about 13%;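 note: 0% = complete reaction with vehicle and 100% = reaction without substrate; strong numbers were not always called active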
* hit, by the source's call; . = not tested or not shown; & = joins results of further samples.

Molecule,Mtb RmlCD inh,GlmU inhibition
Cc1c(NC(=O)CSc2nnnn2-c2ccc(F)cc2)c(=O)n(-c2ccccc2)n1C,.,7.1%
COc1cnc(SCc2ccc(Cl)cc2Cl)nc1Cl,-2.2,-1.2%
C=CCNC(=O)c1ccc(-c2cccc([N+](=O)[O-])c2)o1,9.2,4.6%
Cc1ccc(S(=O)(=O)N2CCC(C(=O)O)CC2)cc1,13.8,7.2%
CCN(CC)C(=O)CN(c1ccc2c(c1)OCO2)S(C)(=O)=O,11.4,7.8%
COc1ccc(C2CC(c3cccs3)=NN2S(C)(=O)=O)cc1OC (stereo unspecified),12.6,-0.8%
CCCN(CCC)CC(=O)Nc1cccc2c1OCO2,.,1.9%
CCOc1c2c(nc3ccc(Cl)cc13)CCC2,-4.0,1.1%
O=C1CC(=C(c2ccccc2)c2ccccc2)C(=O)N1CCCCN1CCN(c2cccc(Cl)c2)CC1,-2.8,-4.0%
C/C(=N\NC(=O)C1CC1)c1ccc(Cl)cc1,-7.7,1.7%
CCOc1ccc(NC(=S)N(Cc2ccc(N(C)C)cc2)Cc2ccco2)cc1,10.9,3.5%
O=C(NNC1CC(=O)N(c2ccc(Br)cc2)C1=O)c1cccs1 (stereo unspecified),.,-0.6%
CC(=O)Nc1ccn(-c2ccccc2)n1,17.1,5.4%
CC(C)n1c(=O)c(C=Nc2ccc(S(N)(=O)=O)cc2)c(O)n(Cc2ccco2)c1=O,-5.6,2.2%
COc1ccccc1NC(=S)NCC1CCCCC1,.,1.1%
CCN(CC)CCn1c(=S)[nH]c2ccccc2c1=O,15.9,4.8%
CCOC(=O)C1CCN(c2c(N3CCN(Cc4ccccc4)CC3)c(=O)c2=O)CC1,-1.8,-4.1%
Cc1ccc(-n2c(C)nn(CC3CC3)c2=O)cc1,-5.4,-3.7%
O=C(NNC(=O)c1cccnc1)NC12CC3CC(CC(C3)C1)C2,-10.5,3.1%
COc1cc(/C=C/CO)ccc1O[C@@H]1O[C@H](CO)[C@@H](O)[C@H](O)[C@H]1O,.,5.8%
O=C(CSc1n[nH]c(=O)n1Cc1ccco1)N1CCOCC1,1.3,2.4%
Cc1ccc(NC(=O)c2c(-c3ccccc3Cl)noc2C)nc1,4.8,1.6%
O=C(Nc1cccc(-c2nc3ccccc3o2)c1)c1ccc(N2C(=O)C3C4C=CC(C4)C3C2=O)cc1 (stereo unspecified),.,-0.8%
O=C(O)COc1ccccc1/C=N/NC(=O)CN1CCN(S(=O)(=O)c2ccc(Br)cc2)CC1,12.3,-5.1%
COc1ccc(OCCC(=O)OCC(=O)NCc2ccccc2)cc1,12.1,-0.3%
Clc1cccc2sc(N3CCOCC3)nc12,.,-2.9%
CCC(C(=O)Nc1ccc(C(=O)N2CCCC2)cc1)c1ccccc1 (stereo unspecified),-21.3,1.1%
Cc1ccc2c(c1)C(=O)CC(O)(C(F)(F)F)O2 (stereo unspecified),-2.7,-2.7%
Cn1c(=O)c2c(nc(N3CCCCC3)n2C)n(C)c1=O,4.1,-5.6%&4.5%
CS(=O)(=O)c1ccc(N2CCN(C3CC(=O)NC3=O)CC2)cc1 (stereo unspecified),7.4,0.9%
CCc1ccc2oc(=O)cc(CN3CCN(CCO)CC3)c2c1,5.3,3.2%
CN(C)CCNc1c2c(c(C#N)c3nc4ccccc4n13)CCCC2,6.7,4.6%
C=CCN(CC=C)C(=S)NC(=O)c1ccc(OC)c(Br)c1,0.3,3.7%
O=C(NCc1cccnc1)c1ccc(NC(=O)c2cccc([N+](=O)[O-])c2)cc1,5.1,-2.1%
CN1CCN(S(=O)(=O)c2ccc(-c3ccc(Cl)cc3)cc2)CC1,-3.2,3.0%
CC(=O)c1c(C)nc(Nc2nc(C)c3cc(C)ccc3n2)nc1C,1.6,0.2%
CC1=C(C(=O)OCc2ccccc2)C(c2ccc(N3CCOCC3)cc2)NC(=O)N1 (stereo unspecified),2.6,-2.1%
COc1ccc(-c2nc(-c3cccc(C(F)(F)F)c3)no2)cc1OC,6.8,-5.0%
Cc1ccc(S(=O)(=O)N2CCN(S(=O)(=O)c3ccc(C)cc3)C2)cc1,16.3,-6.9%
CC(C)c1ccc(-c2nc3c([nH]2)c(=O)n(C)c(=O)n3C)cc1,-15.8,2.1%
CCOC(=O)COc1cc([N+](=O)[O-])cc2cccnc12,-10.5,3.7%
O=C(CSc1ccc(-c2ccco2)nn1)NC1CCCC1,4.1,.
CCOCCCN(C(=O)Nc1ccc(CC)cc1)C1CCN(C(C)=O)CC1,.,-1.6%
O=C1N[C@H](Cc2ccccc2)C(=O)N[C@H]1Cc1cn(S(=O)(=O)c2ccccc2)c2ccccc12,.,-2.9%
CCOC(=O)Nc1cccc(OCC(=O)Nc2ccc(OC)cc2OC)c1,2.1,2.0%
O=C(Nc1ccccc1)NC1CCCCNC1=O (stereo unspecified),-2.8,3.2%
Cc1oc2cc3c(C(=O)N4CCCCC4)c(C)oc3cc2c1C(=O)N1CCCCC1,-12.1,1.3%
Cc1ccc(C)c(Nc2c([N+](=O)[O-])c(=O)oc3ccccc23)c1,.,4.1%
O=C(CCc1nnc(-c2ccsc2)o1)N1CCc2c(Cl)cccc2C1,-1.5,9.9%
CCN(CC)C(=O)CN1CCN(c2ccccc2F)CC1,5.0,-0.9%
C/C(=N\NC(=O)c1ccccc1O)c1c(O)n(Cc2ccccc2)c(=O)[nH]c1=O,-5.1,3.3%
CC1CCN(Cc2cnc(Cl)s2)CC1,-0.1,2.4%
CCc1nnc(N2C(=O)c3cccc4cccc(c34)C2=O)s1,9.5,-5.2%
COc1cccc(/C=C/C(=O)OCC(=O)NCc2ccco2)c1,.,2.7%
COc1ccc2nc(N3CCCC3)c(C#N)cc2c1,4.6,5.7%
Cc1nc2cc(C(=O)NCc3ccc4c(c3)OCO4)ccc2n1-c1ccc(Br)cc1,-11.4,0.4%
CCCOc1ccc2oc(=O)c3c(c2c1)CCCN3C(=O)CN1CCc2ccccc2C1,-6.0,0.6%
CC(=O)c1cccc(-n2nnnc2SCC(=O)Nc2ccccc2N2CCCCC2)c1,6.0,1.5%
COC(=O)CCC(=O)OC1(C)C(=O)C=C2C=C(C3CC3)N(CC(C)C)C=C2C1=O (stereo unspecified),.,-3.5%
COc1cccc(-c2nc(CS(=O)CC(=O)N3CCC4(CC3)OCCO4)c(C)o2)c1 (stereo unspecified),10.3,2.5%

Additional results
Order of results: Mtb RmlCD inh, GlmU inhibition
- O=C(CC1(O)C(=O)N(Cc2ccccc2)c2ccccc21)c1ccc2c(c1)OCO2 (stereo unspecified)
 : 10.0, 3.9%
- COCCn1c(-c2cc(OC)c(OC)c(OC)c2)nc2oc3cc(OC)ccc3c(=O)c2c1=O
 : 7.2, -0.1%
- CCCc1cc(=O)n2[nH]c(NCc3c(F)cccc3Cl)nc2n1
 : ., -0.7%
- CC(C)CC(=O)NC(=S)N1CCCCCC1
 : 1.7, -2.5%
- COC(=O)C1CCC(C)(C(=O)Nc2ccccc2)C1(C)C (stereo unspecified)
 : ., 5.9%
- CCOC(=O)C(Cc1ccccc1)NC(=O)Cn1nnc(-c2ccc(SC)cc2)n1 (stereo unspecified)
 : ., 2.5%
- CC(C)C[C@H](NC(=O)c1nc[nH]c1C(=O)NC1CCN(C(=O)OC(C)(C)C)CC1)C(=O)OC(C)(C)C
 : ., 2.2%
- Cc1cc2ccccn2c1C(=O)c1nc(NCc2ccco2)ncc1Cl
 : 32.0, 1.8%
- CCOc1c(Cl)cc(C(=O)Nc2ccccc2-c2ccccc2)cc1Cl
 : 2.5, .
- COc1ccccc1CCNCc1ccc(OC)c(OC)c1OC
 : -3.0, -3.9%
- C/C(=N\Nc1ccc([N+](=O)[O-])cc1[N+](=O)[O-])c1ccc(-n2nncc2C(C)(C)C)cc1
 : 0.5, -1.0%
- Cc1nn(C)cc1CNC(=O)CCC(=O)O
 : ., -2.6%
- CC1=C(OC(=O)C(C)(C)C)C(C)(C)C(c2ccccc2)OC1=O (stereo unspecified)
 : -8.9, -0.9%
- CCN1C(=O)N(S(=O)(=O)C(F)(F)F)[C@@H](c2ccccc2)C(C(=O)OC)=C1C
 : ., 1.3%
- CN(C)CCNC(=O)c1cccc(NS(=O)(=O)c2ccc(Cl)c(Cl)c2)c1
 : 9.4, 7.0%
- CCn1nc(CCC(=O)O)c2ccccc2c1=O
 : -8.5, -2.8%
- Cc1ccccc1NC(=O)c1ccc(F)c(S(=O)(=O)N2CCCCC2)c1
 : 3.4, -6.3%
- COc1ccccc1Nc1cc2cc(Br)ccc2c(=O)[nH]1
 : ., -0.8%
- C=CCOc1ccc(CNc2nn[nH]n2)cc1
 : ., 0.8%
- Cc1cccnc1NC(=O)c1ccc(S(=O)(=O)N2CC(C)OC(C)C2)cc1 (stereo unspecified)
 : -8.4, -0.4%
- Cc1cccc(Nc2ncc3c(n2)CC(c2ccco2)CC3=O)c1 (stereo unspecified)
 : -8.2, -1.9%
- COc1ccc(C(=O)COC(=O)c2cc(S(=O)(=O)NCc3ccccc3)ccc2O)cc1
 : -13.1, 0.6%
- CS(=O)(=O)Nc1ccc(C(=O)NC2CCCCC2)cc1
 : -31.8, 1.4%
- CC(C)(C)N(Cc1ccccc1)C(=O)CSc1nc2ccccc2c(=O)[nH]1
 : -4.7, -0.6%
- COc1cccc(/C(O)=C2\C(=O)C(=O)N(c3ccccn3)C2c2cccc(OC)c2OC)c1 (stereo unspecified)
 : -11.0, -0.3%
- CCOCCn1c(N2CCN(c3ccc(OC)cc3)CC2)nc2c1c(=O)[nH]c(=O)n2C
 : ., 1.5%
- Cc1cc(=O)[nH]c2c1c(C)nn2C1CCCCC1
 : -12.7, 0.2%
- O=C(CNC(=O)c1ccccc1)OCc1ccc([N+](=O)[O-])cc1
 : 4.8, 5.9%
- COc1ccc(NC(=S)N2CCC(C(O)(c3ccccc3)c3ccccc3)CC2)cc1
 : ., -4.6%
- CCC(CC)NCc1ccc(OC)cc1OC
 : -8.4, 0.6%
- O=[N+]([O-])c1cc(S(=O)(=O)NCCCN2CCOCC2)ccc1Cl
 : 5.9, 3.8%
- COc1ccc(OC)c(CN2CCN(C(=O)COc3cccc(C)c3)CC2)c1
 : -7.6, 2.1%
- O=C(Cn1c(-c2ccccc2)c[n+]2ccsc12)c1ccc(Br)cc1
 : -0.6, -7.2%
- Cc1ccc2c(c1)c1c(n2CC(O)Cn2c(C)nc3ccccc32)C(=O)CCC1 (stereo unspecified)
 : 4.8, -5.5%
- COc1ccc(-c2csc(-c3cccs3)n2)cc1OC
 : 18.5, 6.0%
- CN(C)C(=O)N1CCC(C(=O)NCc2ccc3c(c2)OCO3)CC1
 : -1.1, 5.0%
- CCN1CCCC1Cn1cnc2c([nH]c3cccc(Cl)c32)c1=O (stereo unspecified)
 : -4.9, 0.1%
- COc1c2c(nc3ccccc13)OC(C(C)(O)COC(C)=O)C2 (stereo unspecified)
 : 8.3, -1.2%
- Cc1sc(NC(=O)c2ccco2)c(C(c2cccnc2)N2CCN(c3ccc(F)cc3)CC2)c1C (stereo unspecified)
 : -4.5, -0.7%
- CCc1ccccc1NC(=O)c1ccc(-n2c(C)ccc2C)cc1
 : -8.3, -1.2%
- Cc1cc(Br)ccc1SCC(=O)OCC(=O)Nc1ncc(C(F)(F)F)cc1Cl
 : 0.2, 1.6%
- COc1ccc(-c2cc(=Nc3c(C)n(C)n(-c4ccccc4)c3=O)c3ccccc3o2)cc1
 : -0.4, -6.0%
- CCc1nnc(NC(=O)CSc2nnc3c(n2)[nH]c2ccccc23)s1
 : ., -1.9%
- Cc1c(-c2n[nH]c(=S)n2-c2ccc(C(F)(F)F)cc2)nnn1-c1ccccc1
 : ., 3.5%
- CCCCN1CCc2c([nH]c3c(C)cccc23)C1=O
 : ., -4.6%
- COc1ccccc1C(=O)CSc1ccccn1
 : ., 1.6%
- Cc1c(C=C2C(=O)c3ccccc3C2=O)cc(C#N)n1C
 : -0.9, -0.9%
- COCCNC(=O)CCSCc1ccccc1F
 : -4.7, -5.8%
- CC(C)OC12Oc3ccccc3C=C1N1CCC2CC1 (stereo unspecified)
 : ., -3.0%
- CCOc1ccc(N2C(N)=NC(N)=NC2(C)C)cc1
 : -7.6, -3.7%
- COc1ccc(CCNC(=O)C23CCC(C)(C(=O)C2Br)C3(C)C)cc1OC (stereo unspecified)
 : -1.0, -4.3%
- COCCNC(=O)COC(=O)c1cc(-c2ccc(OC)cc2)nc2ccccc12
 : ., -3.6%
- CC1CCN(c2nc(-c3ccccc3)cc(C(F)(F)F)n2)CC1
 : -5.0, -2.3%

Some of the compounds tested (hit frequency here may not be typical).
